Screens deposited in PubChem by several laboratories.
MT stabilize HCS: stabilizes microtubules in HeLa cells; HeLa tubulin immunostaining HCS, 24 h; share of cells brighter than vehicle mean+2SD; AID 2205; % tubulin-high responders, % at 10 µM; hit rate 0.83% among 200,000;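 active = plate Z-score above 3 for both tubulin-high and condensed-nucleus cell shares, with cell loss under 80%, at 10 µM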;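 note: anti alpha tubulin signal scored within the nucleus-defined area of each cell; some results filed as inactive read as strong as hits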
Hep lipid drop: hepatic lipid droplet formation modulation. inhibition, % at 6.5 µM. AML12 mouse hepatocytes, oleate lipid droplets, BODIPY imaging. hit rate 0.4% among 240,000;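 active = lipid droplet intensity inhibited by at least 50%, with more than 500 cells counted; inconclusive = wells with under 300 cells, treated as cytotoxic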
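Technique: fluorescence imaging, 20x objective, two fields per well / Assay system: AML12 hepatocytes (mouse) / Measure: % inhibition of lipid droplet signal / Doses: 6.5 µM single-point dosing / Incubation: overnight exposure / Reagent: 100 µM oleic acid challenge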
PhoP inhibition: inhibitors of PhoP regulon expression, primary screen, Salmonella Typhimurium, GFP reporter (AID 1863); inhibition, % at 50 µM; hits with a dose series show IC50 in µM; hit rate 0.16% among 300,000; S. Typhimurium PhoP-regulated promoter GFP reporter, 4 h; higher % means a stronger effect;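 active = inhibition over 29.93%, a cutoff 3 SD above the screen mean, later confirmed by dose response; inconclusive = inhibition over 29.93% but no dose response follow-up; inactive = inhibition at most 29.93% or unconfirmed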;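 note: 0% = low Mg2+ inducing control and 100% = high Mg2+ repressing control; strong numbers were not always called active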
CSM14.1 death rescue: rescue of cells from ER stress-induced death, primary screen, 384-well, CSM14.1, thapsigargin, ATP luminescence (AID 1222); CSM14.1 thapsigargin-induced death rescue, ATP luminescence; higher % means a stronger effect; one-dose cellular ATP content (survival), % at 20 µM; EC50 in µM for titrated hits; 190,000 tested, under 10 active;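 active = EC50 below 50 µM in the dose-response confirmation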;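 note: death triggered by thapsigargin at about 15 µM added after 2 h compound pretreatment; cell ATP read after overnight thapsigargin exposure of roughly 18 to 22 hours; normalized against plate controls of thapsigargin alone and 5% DMSO vehicle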
Autophagy HCS: modulators of autophagy; MEF GFP-LC3 puncta imaging; test concentration mostly 10 µM; calls only at 10 µM (by protocol); hit rate 0.98% among 190,000;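 active = percentage of spot-positive cells more than 3 SD above its plate mean, without a fluorescence outlier flag or 80% toxicity; inconclusive = no clear call, values can overlap the other calls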;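 note: spot-positive cell cutoff set from DMSO-treated cells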
Dynein transport: dynein cargo transport inhibition; 3617.4 mouse cells, GR-EGFP nuclear translocation imaging; test concentration mostly 20 µM; stimulated with dexamethasone, 1 µM; hits give low values; z-score, hits read low; hit rate 0.47% among 220,000;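 active = plate z-score of nuclear minus cytoplasmic receptor signal below a set negative limit, without overly bright fluorescence or cell loss, cut at about -3.5 in these data, passing the limit was not always enough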;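 note: z-score of nuclear minus cytoplasmic ring GR-EGFP intensity difference per well; some compounds called inactive have numbers as strong as hits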
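medium = tetracycline-free induction medium containing charcoal-stripped FBS | probe or stimulus = dexamethasone, 1.0 µM final | timing = 48 h induction, then 1 h compound, then 30 min agonist, 37 °C | detection = automated 10x imaging of fixed Hoechst-stained cells | read-out basis = nuclear versus cytoplasmic GR-EGFP signal, averaged per well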
T cell modulator: T cell immune modulation candidate | 2C CD8+ T cell-vesicle binding, flow cytometry; hits give low values | calls only at 7 µM | hit rate 0.068% among 330,000;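 active = response, share of CD8 T cells binding vesicles, and their 90th percentile fluorescence all below set limits, cut at about 80% in these data, passing the limit was not always enough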
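System: murine 2C transgenic CD8+ T lymphocytes; also added: QL9-loaded Drosophila micro-vesicles; times: binding 1.5 h at 37 °C; measured by: flow cytometry, PE anti-B7-1 (FL2) versus Alexa647 anti-CD8 (FL8), PFA-fixed; control set: Peptide-free naked vesicles (low) and QL9 vesicles with 0.7% DMSO vehicle (high)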
bCat nuc transl: modulators of beta-catenin nuclear translocation | hit rate 0.3% among 190,000 | HeLa beta-catenin nuclear translocation, immunofluorescence imaging | nuclear translocation activity, % at 5 µM;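 active = nuclear translocation activity above 50% at 5 µM, with a well cell count of 50 or more; inconclusive = wells under 50 cells across six images, flagged as toxic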;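 note: per-cell ratio of nuclear to cytoplasmic median beta-catenin stain intensity; plate controls were DMSO negative control for no effect and GSK-3 inhibitor IX positive control for full effect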
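Signal – beta-catenin immunofluorescence imaging with DAPI · Test system – human HeLa cell line · Dosing – 5 µM primary single dose, 0.1% DMSO, 0.02–20 µM confirmation series · Measure – % activation, nuclear-to-cytoplasmic median beta-catenin signal ratio per cell · Incubation – 24 h compound exposure at 37°C, 5% CO2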
Ins promoter up: MIN6 insulin promoter up-regulation | AID 1625 | MIN6 insulin promoter-GFP reporter, high-content imaging; hits give high values | hit rate 0.3% among 190,000 | z-score at 5 µM;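 active = z-score above 3 at 5 µM with at least 500 cells counted in the well; inconclusive = wells under 500 cells, flagged as cytotoxic or low count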
Dynein transport cytoplasmic EGFP: recorded beside Dynein transport, whose call it bears; z-score; measured here: cytoplasmic GR-EGFP intensity; hits give high values
Dynein transport nuclear GR-EGFP: recorded beside Dynein transport, whose call it bears; z-score; measured here: nuclear GR-EGFP intensity;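 lower value marks the stronger effect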
Dynein transport cell count: further read-out of Dynein transport, marked with its call; z-score; measured here: cell count per field
Ins promoter up cell count: recorded beside Ins promoter up, whose call it bears; cell count; measured here: cytotoxicity, nuclei count;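 total cells summed across four imaged fields per well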
Hep lipid drop cells 6.5 µM: further read-out of Hep lipid drop, marked with its call; cell count; measured here: cell count, cytotoxicity flag;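 cells counted across two imaged fields per well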
bCat nuc transl cell count 5 µM: also measured in bCat nuc transl; calls as there; cell count; measured here: cell count, cytotoxicity flag
T cell modulator vesicle-bound %: also measured in T cell modulator; calls as there; double positive events, %; measured here: CD8+ vesicle-bound cell fraction;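 binding gate set so that unloaded-vesicle control wells show 10% double positive cells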
MT stabilize HCS Hoechst-high %: second read-out of MT stabilize HCS, no call of its own (marks repeat the call); % Hoechst-high responders; measured here: nuclear condensation Hoechst responders;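 share of cells brighter than vehicle mean plus two SD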
MT stabilize HCS cytotoxicity %: also measured in MT stabilize HCS; calls as there; toxicity, %; measured here: cytotoxicity by cell density;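 0% = mean cell density of plate MIN control wells and 100% = no cells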
Autophagy HCS cell loss 18 h: also measured in Autophagy HCS; calls as there; toxicity, %; measured here: cell loss, nuclei count;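 cell loss after 18 h compound exposure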
* = called active by the depositor; i = inactive; ? = inconclusive; . = not tested or not shown.

SMILES	MT stabilize HCS	MT stabilize HCS Hoechst-high %	MT stabilize HCS cytotoxicity %	Hep lipid drop	Hep lipid drop cells 6.5 µM	PhoP inhibition	CSM14.1 death rescue	Autophagy HCS	Autophagy HCS cell loss 18 h	Dynein transport	Dynein transport cytoplasmic EGFP	Dynein transport nuclear GR-EGFP	Dynein transport cell count	T cell modulator	T cell modulator vesicle-bound %	bCat nuc transl	bCat nuc transl cell count 5 µM	Ins promoter up	Ins promoter up cell count
CN(C(=O)C12CC3CC(CC(C3)C1)C2)C1(C)CCS(=O)(=O)C1 (stereo unspecified)	1.8	0.3	52	6	749	-4%	7.1%	i	-2	-1.2	-0.24	-0.42	0.3	i	39	-6.1	1221	0.06	1227
FC(F)Oc1ccccc1NC(=S)NCc1ccco1	4.2	2.9	5.1	0	728	-1%	5.2%	i	-17	-0.17	-0.15	0.23	-0.71	i	56	-1.5	1185	0.41	1151
CC(C)CNS(=O)(=O)c1ccc(CCC(=O)Nc2ccc3c(c2)OCO3)cc1	4.5	2.9	7.3	10	707	-10%	-2.6%	i	-6	0.16	-0.11	0.2	0.25	i	58	-0.8	1086	-0.8	1256
Fc1ccccc1NC(=S)N1CCN(Cc2ccc3c(c2)OCO3)CC1	2.7	1.2	7.6	-12	706	9%	-0.3%	i	14	-0.51	-0.3	-0.52	1.5	i	44	-0.6	1078	-0.51	1303
CC(C)=CCN1CCN(Cc2cccc3nonc23)CC1CCO (stereo unspecified)	3.3	2.1	1.7	-10	711	0%	-1.7%	i	26	-0.43	-0.31	-0.026	0.12	i	1	-2.3	958	-0.62	1461
CCOC(=O)N1CCC(=NNC(=O)NC2CCCCC2)CC1	2.3	2.1	5.9	0	693	-4%	-0.2%	i	15	-0.021	-0.17	0.11	0.28	i	30	-1.2	964	0.07	1726
CCn1ccnc1CN1CCN(CC=C(C)C)C(CCO)C1 (stereo unspecified)	2.0	2.0	4.5	9	754	-9%	0.2%	i	7	0.28	-0.14	0.33	-0.012	i	64	-0.2	990	0.9	1454
Cc1ccccc1C(=O)NC(=S)NCCC1=CCCCC1	1.1	0.6	0.8	-20	673	-5%	5.6%	i	24	0.72	-0.25	0.61	-1	i	23	1.2	1023	-0.16	1396
CC(=O)Nc1ccc(NC(=O)c2ccc(NS(=O)(=O)c3cc(C(C)(C)C)cc(C)c3C)cc2)cc1	2.3	2.0	2.2	0	617	1%	-1.3%	i	-4	-0.45	-0.3	-0.56	0.81	i	49	0.3	516	-0.13	1370
COc1ccc(-n2c(Cn3c(=O)sc4ccccc43)nnc2SCC(N)=O)cc1	5.2	2.2	3.7	.	.	10%	-0.5%	i	14	-1.1	-0.02	-0.63	0.81	i	48	.	.	-0.42	781
O=C(c1ccc(OC2CCN(C(=O)c3cccnc3)CC2)cc1)N1CCCCCC1	3.3	2.1	3.1	-11	769	-7%	1.9%	i	14	-0.39	-0.33	-0.3	0.62	i	35	-0.8	1025	-0.65	1576
Cc1ccccc1-n1cc(CNCc2c(C(=O)N(C)C)nc3ccc(Cl)cn23)cn1	0.8	1.1	2.1	-10	761	4%	1.5%	i	-1	0.4	-0.34	0.059	0.23	i	44	0.1	996	0.02	1470
O=C(c1cccc(Br)c1)N1CCN(C(=O)N2CCOCC2)CC1	3.4	2.5	6.5	8	682	-6%	-1.4%	i	24	0.24	-0.26	0.054	-0.64	i	34	-0.7	1126	0.72	1131
COc1cc(C2N3CC4(C)CN2CC(C)(C3)C4)ccc1O (stereo unspecified)	2.0	1.9	3.8	92*	647*	-10%	.	i	-1	0.13	-0.22	0.24	0.46	i	43	.	.	0.76	1298
CN(C)CC1CCCCC1C1(O)c2ccccc2CSc2sccc21 (stereo unspecified)	2.2	1.2	7.7	-36	721	0%	-4.2%	i	-5	1.7	-0.077	1.5	-0.98	i	43	0.1	406	.	.
COC(=O)C1C(=O)OC(C)(C)C1C(C)C(=O)c1ccc(C)cc1C (stereo unspecified)	5.0	1.5	1.3	-2	665	2%	0.8%	i	18	-0.28	-0.3	0.25	0.45	i	17	5.2	862	-0.25	1666
COc1cc(OC)cc(OCC(O)Cn2ccnc2C)c1 (stereo unspecified)	2.6	2.5	6.6	-15	697	1%	-0.9%	i	-2	0.89	-0.19	0.63	0.83	i	33	.	.	-0.08	1158
N#Cc1c(-c2ccccc2)cc(-c2ccco2)c(C#N)c1N	1.0	1.1	0.6	-1	778	-5%	-2.6%	i	8	-0.23	0.79	0.29	-0.42	.	.	2.2	900	-0.14	1286
CS(=O)(=O)c1ccc2nc(NC(=O)c3ccc(S(=O)(=O)NCC4CCCO4)cc3)sc2c1 (stereo unspecified)	1.2	1.3	3.0	1	721	-3%	-0.8%	i	10	0.61	-0.3	-0.12	-0.62	i	12	-1.1	1116	0.44	1224
COC(=O)C1=C(C)N(c2cccc(OC)c2)C(=O)/C1=C\c1ccco1	2.8	2.6	4.0	-1	612	11%	-4.6%	i	-1	-0.19	0.14	-0.17	0.093	i	58	-0.7	925	-1.5	1330
COc1ccc2cc1Oc1ccc(cc1)CC1c3c(cc(OC)c4c3Oc3cc5c(cc3O4)CCNC5C2)CCN1C (stereo unspecified)	.	.	.	11	627	7%	.	.	.	1.4	-0.42	1	-1.9	i	22	30	787	?	.
CCCCn1c(SCC(=O)N2CC(=O)Nc3ccccc32)nnc1-c1ccoc1C	2.9	0.5	9.7	-15	713	1%	-1.6%	i	6	2.4	-0.17	1.6	-1.6	i	49	.	.	0.1	1187
CCOC(=O)C(C)(C)Sc1ncnc2nc[nH]c12	3.7	1.7	4.0	17	713	3%	-0.2%	i	3	0.28	-0.24	-0.48	1	i	9	-0.9	1219	0.03	1246
CCN(CC)S(=O)(=O)c1cccc(-c2nnc(SCC#N)n2Cc2ccccc2)c1	4.2	1.4	8.4	.	.	-8%	1.7%	i	-4	-0.51	-0.23	-0.021	0.59	i	26	1.1	714	-1.2	1167
CCC(CC)C(=O)Nc1cc([N+](=O)[O-])ccc1F	2.2	1.2	8.6	.	.	10%	-0.9%	i	-2	0.76	-0.28	-0.013	-0.57	i	47	-1.1	597	0.57	1337
CC1(OC(=O)CCc2ccccc2)C(=O)C=C2C=C(c3ccc(C#N)cc3)N(CCN3CCOCC3)C=C2C1=O (stereo unspecified)	.	.	.	-3	739	5%	.	.	.	-0.55	-0.81	-0.21	0.18	i	23	-0.8	1220	0.34	895
CC1=NN(C(=O)CCc2ccccc2)C(O)(c2ccncc2)C1 (stereo unspecified)	4.7	2.1	10	13	745	6%	.	i	2	-0.56	-0.13	-0.27	-0.82	i	24	-0.9	1039	0.96	1277
O=C(CCCCCN1C(=O)c2ccccc2C1=O)Nc1ccc(F)cc1	3.0	1.7	5.9	12	784	1%	-0.5%	i	-3	-0.12	-0.22	-0.21	1.1	i	59	-0.8	1156	0.6	1231
N#Cc1ccccc1NC(=O)Nc1ccccc1	5.6	1.7	8.3	12	648	-4%	0.2%	i	-1	0.37	-0.38	-0.1	-0.079	i	24	-0.4	1472	0.26	1495
Cc1cc(C(=O)NC2CCCc3ccccc32)no1 (stereo unspecified)	5.1	2.3	5.5	-1	764	-1%	-2.3%	i	11	-0.21	-0.17	0.66	0.16	i	32	-0.2	1142	0.1	1389
Nc1nc(Nc2cccc(F)c2)nc2ccccc12	2.0	3.5	7.3	.	.	-18%	-5.3%	i	-19	-0.79	-0.29	0.2	0.59	i	16	-4.4	936	-1.6	1279
Cc1ccccc1N(CC(=O)NCc1ccc2c(c1)OCO2)C(=O)CCC(=O)Nc1ccccn1	5.1	2.7	7.3	.	.	3%	-1.0%	i	2	-0.85	2.7	0.26	0.077	i	28	-0.2	1148	-0.51	1019
COC(=O)c1c(NC(=O)C2CCC2)sc(C(=O)N(C)C)c1C	2.5	0.9	3.4	-6	655	-3%	-0.3%	i	1	-0.087	-0.26	0.6	0.18	i	50	-0.7	1046	0.07	1788
CCn1c(SCC(=O)Nc2ccc(OC)cc2OC)nc2nc3c(cc2c1=O)COC(C)(C)C3	.	.	.	-4	733	-5%	.	.	.	0.74	-0.18	0.14	-0.3	i	41	-5.0	1211	.	.
